Tb PYK inh = blocks Trypanosoma brucei pyruvate kinase; Potency, µM (top dose mostly 76.8 µM), without a hit: at the top dose activity, negative = inhibition, actives largely listed as inhibitors; Q57TT1; 0.12% of 410,000 active; AID 624173; TbPYK enzyme, Kinase-Glo Plus ATP luminescence, 45 min; active = well fitted inhibition curve with a large enough effect; note: nearly all actives have a fitted effect of over 50% in size
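Enzyme and substrate buffer are dispensed first and compound is pin-transferred. ADP at 130 uM final then starts the reaction, which runs 45 min at room temperature. Detection reagent is added for 10 min before luminescence is imaged.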
An asterisk follows results filed as active; [ ] = another dose, or the depositor's remark. % is set by controls: 0 for no effect and ±100 for the full control effect; potency is the fitted concentration of half-maximal effect. Only part of the results is shown; rates above refer to the full screens.

CCOc1ccc(-n2c(=O)c3sc4ccccc4c3n(Cc3ccc(F)cc3)c2=O)cc1
  Tb PYK inh: 0%

CCc1nc2ccc(C(=O)Nc3ccc(C(N)=O)cc3)cn2c1N(C)CCC(C)C
  Tb PYK inh: -17%

CNC(=O)C1CCCN(c2nnc(C)c3c(C)n(-c4ccccc4)nc23)C1 (stereo not drawn)
  Tb PYK inh: 0%

COc1ccccc1Cc1c(C2CCCCC2)nc2cc(C)c(Br)c(C)n12
  Tb PYK inh: -1%

CCCC(=O)N1CCC1(C)C(=O)NCc1ccc(C(C)C)cc1 (stereo not drawn)
  Tb PYK inh: 0%

COc1ccc2c(c1)Cc1sc(NC(=O)c3ccc(Cl)cc3)nc1-2
  Tb PYK inh: -26%

CCOC(=O)C1CCCN(c2ncnc3c2nnn3C)C1 (stereo not drawn)
  Tb PYK inh: 5%

CCCCN1C(=O)C(=O)NC[C@@H]1CCCCN
  Tb PYK inh: -4%

CCOc1ccc(C(=O)c2c(N)c(-c3nc(-c4ccc5c(c4)OCO5)cs3)c3ccccn23)cc1
  Tb PYK inh: -1%

CCc1ccccc1NC(=O)Cn1c(=O)n(CCCCCC(=O)NCc2ccc(C)cc2)c(=O)c2sccc21
  Tb PYK inh: 0%

CCN(CC)C(=O)CSc1nc2cc3c(cc2c(=O)n1CCCCCC(=O)NCCc1ccc(OC)c(OC)c1)OCO3
  Tb PYK inh: 4%

COc1ccc(Cc2c(C3CCCCC3)nc3cc(C)c(Br)c(C)n23)c(C)c1
  Tb PYK inh: 6%

O=C(NCc1ccccc1Cl)c1ccc2sc([C@@H]3O[C@H](CO)[C@H](O)[C@H](O)[C@H]3O)nc2c1
  Tb PYK inh: 5%

C1=NCCc2c1[nH]c1ccccc21
  Tb PYK inh: 3%

CCC1C(c2ccccc2)=CCC(C(=O)O)C1C (stereo not drawn)
  Tb PYK inh: 1%

CSc1ccccc1NC(=O)C1(C)CCN1C(=O)Cc1ccccc1Cl (stereo not drawn)
  Tb PYK inh: 0%

CC(=O)c1cc(-c2ccccc2)n(CCC(=O)Nc2ccc(C)cc2C)c1C
  Tb PYK inh: 1%[15.4 µM]

CC(C)(C)NC(=O)C1(C)CCC(=O)N1C1CCN(Cc2ccccc2)CC1 (stereo not drawn)
  Tb PYK inh: 6%

COc1cc([N+](=O)[O-])ccc1-c1ccc(/C=C2\C(=O)ON=C2c2ccccc2)o1
  Tb PYK inh: -27%

Cc1cc(C)cc(NC(=O)Cn2c(=O)n(Cc3ccco3)c(=O)c3oc4ccccc4c32)c1
  Tb PYK inh: -9%

COc1ccc(C)cc1NC(=O)c1cc2ccccn2n1
  Tb PYK inh: -1%

CCOc1ccccc1CNC(=O)c1ccc(NC(=O)N2CCSc3ncccc32)cc1
  Tb PYK inh: -2%[15.4 µM]

Cc1cccc(N2CCN(c3ncnc4c3c(-c3ccccc3)cn4-c3ccccc3)CC2C)c1 (stereo not drawn)
  Tb PYK inh: 4%

Cc1ccccc1CC(=O)Nc1ccc2c(c1)c(=O)n(C)n2-c1ccccc1F
  Tb PYK inh: 1%

CCOC(=O)C1CCN(C(=O)c2nn(-c3ccc(OC)c(Cl)c3)c(=O)c3c2c2ccccc2n3C)CC1
  Tb PYK inh: 4%

COC(=O)c1ccccc1NC(=O)C(Cc1ccccc1)N1Cc2ccccc2C1=O (stereo not drawn)
  Tb PYK inh: -4%

O=C(NCc1ccc(F)cc1)c1ccc2c(c1)nnn2C1CCCC1
  Tb PYK inh: -5%

O=C(Nc1nnc(-c2ccco2)o1)c1ccc(Br)s1
  Tb PYK inh: 3%

CCC1CN2CCc3cc(OC)c(OC)cc3C2CC1CC1NCCc2c1[nH]c1ccc(O)cc21 (stereo not drawn)
  Tb PYK inh: -16%

CCN(CC)C(=O)C1CCN(c2nnc(C)c3c(C)n(-c4ccc(Cl)cc4)nc23)CC1
  Tb PYK inh: 1%

COc1ccc(-c2cc(NC=O)c3ncc(-c4cccc(C(=O)NCCN(C)C)c4)n3c2)c(OC)c1
  Tb PYK inh: -1%

Cc1ccc(-n2ncc(C(=O)N3CCN(c4ccc(Cl)cc4)CC3)c2C2CCN(C(=O)OC(C)(C)C)CC2)c(C)c1
  Tb PYK inh: -2%

OCC[C@H]1C[C@H](O)[C@@H](O)[C@]2(CCCCO2)O1
  Tb PYK inh: 0%

CC(C)(C)OC(=O)N1CCc2nc(N3CCN(c4ncccn4)CC3)ncc2C1
  Tb PYK inh: 3%

COc1ccc(CCNC(=O)c2cc3c(s2)-c2c(C)cccc2OC3)c(OC)c1
  Tb PYK inh: 3%

CCOC(=O)C1=C[C@@H](C2CCCC2)N(S(=O)(=O)c2ccc([N+](=O)[O-])cc2)[C@H]1c1ccccc1
  Tb PYK inh: 0%

OC(CSc1ccccc1)CN1CCN(c2cccc(Cl)c2)CC1 (stereo not drawn)
  Tb PYK inh: 11%

Cc1ccc(CNC(=O)Nc2cc(C(=O)NCc3cccc(F)c3)ccc2N2CCCC2)cc1
  Tb PYK inh: 2%

CCOC(=O)C1CCCN(C(=O)Cc2ccc(OC)c(OC)c2)CC1 (stereo not drawn)
  Tb PYK inh: -3%

Cc1nc(-n2nc(C)c(Cc3ccccc3Cl)c2C)sc1C(=O)N1CCCCC1C (stereo not drawn)
  Tb PYK inh: -8%

Cc1cc(C)n(CCNC(=O)[C@H]2O[C@@H](n3ccc(=O)[nH]c3=O)[C@H](O)[C@@H]2O)n1
  Tb PYK inh: -13%

COc1cc(-c2noc(-c3ccc(N4CCN(C)CC4)c([N+](=O)[O-])c3)n2)cc(OC)c1OC
  Tb PYK inh: 3%

Cn1cccc1C(=O)N1CCC2(CCCN(Cc3ccncc3)C2)CC1
  Tb PYK inh: -1%

O=C(Cc1ccc(NC(=O)C2CCCN(C(=O)C3CCCC3)C2)cc1)Nc1ccc(C(=O)N2CCOCC2)cc1 (stereo not drawn)
  Tb PYK inh: -3%

CCC(CC)c1nn2cc(-c3ccccc3)nc2s1
  Tb PYK inh: 0%

Some of these compounds in order of number of heavy atoms, lowest first.
CCC1C(c2ccccc2)=CCC(C(=O)O)C1C (stereo not drawn)
  Tb PYK inh: 1%

CCC(CC)c1nn2cc(-c3ccccc3)nc2s1
  Tb PYK inh: 0%

O=C(NCc1ccccc1Cl)c1ccc2sc([C@@H]3O[C@H](CO)[C@H](O)[C@H](O)[C@H]3O)nc2c1
  Tb PYK inh: 5%

COc1ccc(-c2cc(NC=O)c3ncc(-c4cccc(C(=O)NCCN(C)C)c4)n3c2)c(OC)c1
  Tb PYK inh: -1%

The listing continues:
CCN(CCCNC(=O)c1cc2cc3cc(OC)ccc3nc2s1)c1cccc(C)c1
  Tb PYK inh: -4%

COc1ccc(CCN2C(=O)c3ccccc3C2c2nnnn2C(C)C)cc1OC (stereo not drawn)
  Tb PYK inh: 4%

CSc1ccc(OC2(C)CCN(Cc3ccccc3)C2)cc1 (stereo not drawn)
  Tb PYK inh: -7%

CC(=O)N1CCc2cc(S(=O)(=O)NC(CC(C)C)C(=O)NCCc3cccc(C)c3)ccc21 (stereo not drawn)
  Tb PYK inh: 1%

COc1cccc(OCC(=O)NC2CC(=O)N(c3cccc(OC)c3)C2)c1 (stereo not drawn)
  Tb PYK inh: -1%

Clc1cccc(CSc2nnc(C3CCNCC3)o2)c1
  Tb PYK inh: 0%

c1cnc2c(c1)ncn2C1CCNCC1
  Tb PYK inh: -2%

O=C(NCCc1ccccc1)c1cc(-c2cccc(Cl)c2)on1
  Tb PYK inh: -4%

CC(C)(C)NC(=O)C(c1ccco1)N(C(=O)Cn1nnc(-c2ccc(F)cc2)n1)c1ccccc1 (stereo not drawn)
  Tb PYK inh: 1%

Cc1ccc(NC(=O)CN2C(=O)C(c3ccc(F)cc3)=NC23CCCCCC3)c(C)c1
  Tb PYK inh: 0%

Cc1cc(C)c2oc(-c3ccc(NC(=O)COc4ccccc4C)cc3)nc2c1
  Tb PYK inh: 3%

Cc1cccc(OCC(=O)OCc2cc(=O)n3nc(C4CCCCC4)sc3n2)c1
  Tb PYK inh: -17%

CCC1CN(C(=O)N2CCC(C(=O)NCCc3ccc(C)cc3)CC2)c2ccccc2O1 (stereo not drawn)
  Tb PYK inh: -9%

O=C(Nc1ccc(Oc2ccccc2)cc1)c1ccc(F)c(S(=O)(=O)N2CCN(c3cccc(Cl)c3)CC2)c1
  Tb PYK inh: 0%

O=C(Nc1ccc(Cl)cc1C(=O)c1ccccc1)c1cc(Cl)cc(Cl)c1
  Tb PYK inh: -8%

Fc1ccccc1-c1nc2c(s1)CCc1onc(-c3ccc(Br)cc3)c1-2
  Tb PYK inh: 0%

Cc1cccc(CNC(=O)C2CCC(CNS(=O)(=O)c3ccc4c(c3)CCCC(=O)N4)CC2)c1 (stereo not drawn)
  Tb PYK inh: 1%

Cc1ccc(C=NNC(=O)C(=O)Nc2ccc(Cl)c([N+](=O)[O-])c2)cc1
  Tb PYK inh: 1%

C[C@H](CO)N1C[C@H](C)[C@@H](CN(C)C(=O)c2cnccn2)Oc2ncc(Br)cc2C1=O
  Tb PYK inh: -10%

CCOC(=O)c1c(C)[nH]c(C)c1S(=O)(=O)N(C)CC(=O)Nc1ccc(C)c(F)c1
  Tb PYK inh: -1%

Cc1ccc(-c2noc(-c3nnn(CC(=O)Nc4cc(C)cc(C)c4)c3N)n2)cc1
  Tb PYK inh: 18%

Cc1ccc(C)c(Cn2c3ccccc3c3cnn(CC(=O)NC(C)CCc4ccccc4)c(=O)c32)c1 (stereo not drawn)
  Tb PYK inh: 0%

CCOc1ccccc1CNC(=O)Cn1cc2c(n1)-c1c(oc(C(=O)N3CCCC3)c1C)CC2
  Tb PYK inh: -9%

CCc1ccccc1NC(=O)Cn1c(=O)n(CCc2ccccc2)c(=O)c2sc3ccccc3c21
  Tb PYK inh: 6%

CC(C)c1nnc(NC(=O)c2nc(SCc3ccc(F)cc3)ncc2Cl)s1
  Tb PYK inh: 1%

O=C(Nc1nc2c(F)cccc2s1)c1ccc2c(c1)OCCO2
  Tb PYK inh: -2%

COc1ccc(NC(=O)c2cc(-c3ccccc3O)no2)cc1
  Tb PYK inh: -6%

Cc1ccc(CNC(=O)C(C)n2ccc3cc(S(=O)(=O)N4CCCC4)ccc32)cc1 (stereo not drawn)
  Tb PYK inh: -2%

CCC(=O)OCOc1ccc(/C=C2/CCC(CN(C)C)C2=O)cc1 (stereo not drawn)
  Tb PYK inh: -9%

O=C1O[C@H](CO)[C@@H](O)[C@H](O)[C@H]1O
  Tb PYK inh: 1%

CCOc1cccc(C(=O)Nc2ccc(NC(=O)c3ccc(Br)cc3)cc2)c1
  Tb PYK inh: 2%

O=C1OC2C(O)COC23OC(O)CCC13O (stereo not drawn)
  Tb PYK inh: -1%

CC(C)C[C@H]1CN([C@@H](Cc2ccccc2)CN2CCC[C@H]2CN2C(=O)C(=O)NC[C@@H]2Cc2ccc(O)cc2)C(=O)C(=O)N1CC1CCCCC1
  Tb PYK inh: 1%

CC[C@@H](C(=O)[C@@H](C)[C@@H](O)[C@H](C)[C@@H]1O[C@@H]([C@@H](CC)C(=O)O)CC[C@@H]1C)[C@H]1O[C@]2(C=C[C@@H](O)[C@]3(CC[C@@](C)([C@H]4CC[C@](O)(CC)[C@H](C)O4)O3)O2)[C@H](C)C[C@@H]1C
  Tb PYK inh: 5%

Cc1nc(N2CCCC2)ncc1C(=O)NCc1cccc(Cl)c1
  Tb PYK inh: 3%

O=C1NCN(c2ccccc2)C12CCN(C(c1cc3ccccc3o1)c1nnnn1C1CCCC1)CC2 (stereo not drawn)
  Tb PYK inh: 0%

COc1ccccc1CNc1nc2cc(-c3sccc3C)sc2c(=O)n1C
  Tb PYK inh: -2%

CCCCn1c(CNC(=O)C23CC4CC(CC(C4)C2)C3)nnc1SCC(=O)Nc1ccccc1
  Tb PYK inh: 0%

COc1ccc(-c2nc(Cn3c(=O)cc(C)c4c(C)nn(-c5ccccc5)c43)c(C)o2)cc1OC
  Tb PYK inh: 5%

Cc1ccc(C)c(NC(=O)Nc2cc3c(cc2N2CCCCC2)n(C)c(=O)n3C)c1
  Tb PYK inh: 7%

CC1(C(=O)NS(=O)(=O)c2ccc(Cl)cc2)CCN1C(=O)Cc1ccsc1 (stereo not drawn)
  Tb PYK inh: 5%

CCc1noc2nc(C)n(CC(=O)O)c(=O)c12
  Tb PYK inh: 1%

CCc1cccc(CC)c1N(COC)C(=O)CCl
  Tb PYK inh: -1%

COc1ccc(CCn2c3c(c(=O)[nH]c2=O)C(NC(=O)c2ccccc2F)(C(F)(F)F)C(=O)N3)cc1OC (stereo not drawn)
  Tb PYK inh: 5%

CC1=C(C(=O)Nc2cccnc2)C(c2ccccc2)n2nc(SCc3ccccc3)nc2N1 (stereo not drawn)
  Tb PYK inh: -9%

O=C(COC(=O)C(Cc1c[nH]c2ccccc12)NC(=O)c1ccc(Br)cc1)c1ccc(Cl)cc1 (stereo not drawn)
  Tb PYK inh: 3%[15.4 µM]

COC(=O)c1nnn(CC(=O)Nc2ccc(Br)c(C)c2)c1N
  Tb PYK inh: 1%

Cn1nnnc1SCCCNCc1ccc(-c2ccc(F)c(Cl)c2)o1
  Tb PYK inh: -8%

CC1=C(C(=O)Nc2ccccc2C)C(c2ccccn2)n2ncnc2N1 (stereo not drawn)
  Tb PYK inh: -1%

CCOCCCN1C(=O)c2[nH]nc(-c3ccccc3O)c2C1c1ccc(CC)cc1 (stereo not drawn)
  Tb PYK inh: -1%

CCCCNC(=O)C1(C)CCC(=O)N1CCOC (stereo not drawn)
  Tb PYK inh: 3%

Cc1noc(-c2ccc(-c3noc(-c4cccc(F)c4)n3)cc2)n1
  Tb PYK inh: -10%

Cc1cccc(CN(C)C[C@H]2OCc3cnnn3CCCC(=O)N([C@H](C)CO)C[C@@H]2C)c1
  Tb PYK inh: -7%

CCN1C(=O)[C@@H]2[C@@H]3CN(S(=O)(=O)c4ccc(C)cc4)[C@@H](c4ccccc4F)[C@@H]3C(=O)C[C@@H]2C1=O
  Tb PYK inh: 1%

Clc1cccc(Cc2c(-c3cccc(Br)c3)nc3ccc(Br)cn23)c1
  Tb PYK inh: -3%

Cc1ccc(C)c(NC(=O)CN2C(=O)COc3ccc(Cl)cc32)c1
  Tb PYK inh: -1%

O=C(c1ccccc1)c1ccc(OCC(O)CN2CCOCC2)cc1 (stereo not drawn)
  Tb PYK inh: -2%

Bioassay records: PubChem BioAssay, National Center for Advancing Translational Sciences (NCATS)
